# Compound activity as filed in PubChem BioAssay.
# Pf apPOL inh: Pf-apPOL inhibitors, biochemical, fluorescence; inhibition, % at 10 µM; 210,000 compounds, 0.25% hits; Recombinant Pf-apPOL, molecular beacon fluorescence, 1.5 h; Plasmodium falciparum apicoplast DNA polymerase (apPOL); AID 1794808, 2022
# mHTT-CaM PPI inh: mutant huntingtin-calmodulin interaction inhibitors – biochemical, AlphaScreen, primary screen. P42858. AlphaScreen His-mHTT/GST-CaM binding, luminescence. inhibition, % at 15 µM. 190,000 compounds, 3.6% hits. AID 1671202, 2021;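 also: 0% = both proteins with DMSO and 100% = one protein alone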
# An asterisk follows results filed as active; i = inactive; . = no result given; & = joins results of further samples; ! = a repeat was not active. Rule as the data show it: active = inhibition above about 50%; inactive = the rest.
# Sequence of screens – mHTT-CaM PPI inh	Pf apPOL inh
> COc1ccc(N=c2oc3ccccc3cc2C(=O)Nc2ccc(C)cc2)cc1
 : 9	4
> O=C(Nc1ccccc1F)c1ccnc(N2CCC(C(=O)NCc3ccccc3)CC2)c1
 : 2	3
> Cc1c(-c2noc(-c3cccc(F)c3)n2)nnn1-c1ccccc1
 : -10	2
> Cc1cc(C(=O)Nc2nnc(-c3ccn(C)n3)o2)c(C)o1
 : 20	-2
> CN1CCN(C(=O)C2CC(c3ccc(Cl)cc3)=NO2)CC1 (stereo not drawn)
 : -10	2
> Cc1onc(-c2ccccc2Cl)c1C(=O)NC(=S)N=S(C)(=O)c1ccccc1 (stereo not drawn)
 : .	2
> COc1ccccc1C(=O)N1CCCC(c2ccnc(Nc3ccccc3C)n2)C1 (stereo not drawn)
 : 52*	-5
> O=C(NC1CCCCC1)C1CCCN(S(=O)(=O)N2CCCC2)C1 (stereo not drawn)
 : -3	-22
> CCCn1cnc2sc(-c3ccccc3)cc2c1=O
 : -9	-4
> CC(C)NC(=O)Nc1ccc(N2CCCN(Cc3ccccc3F)CC2)nc1
 : 2	0
> C=CCn1c(Oc2ccccc2)nc2c1c(=O)n(C)c(=O)n2C
 : -5	5
> Cc1cc(C)cc(OCC(=O)Nc2cccc(-c3nc4ncccc4o3)c2)c1
 : 15	7
> CC(C)C(C(=O)O)N1C(=O)c2cccc([N+](=O)[O-])c2C1=O (stereo not drawn)
 : -1&2	-5&-5
> COc1ccc(C(C)(C)C)cc1N1C(=O)[C@@H]2CSCCS(=O)(=O)N2C1=O
 : 7	2
> CCOc1ccccc1C(=O)Nc1c2c(nn1C(C)(C)C)CS(=O)(=O)C2
 : -7	0
> N#CC1=C(N)OC2=C(C(=O)c3ccccc3C2=O)C1c1cccnc1 (stereo not drawn)
 : -2	-8
> CC1CCN(CCCNC(=O)c2ccc3c(c2)NC(=O)C(N2CCOCC2)S3)CC1 (stereo not drawn)
 : -6	-12
> Cc1ccc(OCC2SCCN2C(=O)c2c(-c3c(Cl)cccc3Cl)noc2C)c([N+](=O)[O-])c1 (stereo not drawn)
 : .	-3
> O=C(Cc1ccccc1)NCc1ccc2c(c1)OCO2
 : 4	11
> COc1cccc(CNC(=O)c2ccc3ncnc(N4CCCCC4)c3c2)c1
 : 12	3

# Continued, starting with the last four of the part before.
# Sequence of screens – mHTT-CaM PPI inh	Pf apPOL inh
> CC1CCN(CCCNC(=O)c2ccc3c(c2)NC(=O)C(N2CCOCC2)S3)CC1 (stereo not drawn)
 : -6	-12
> Cc1ccc(OCC2SCCN2C(=O)c2c(-c3c(Cl)cccc3Cl)noc2C)c([N+](=O)[O-])c1 (stereo not drawn)
 : .	-3
> O=C(Cc1ccccc1)NCc1ccc2c(c1)OCO2
 : 4	11
> COc1cccc(CNC(=O)c2ccc3ncnc(N4CCCCC4)c3c2)c1
 : 12	3
> CC1Cc2nc(SCC(N)=O)n(C)c(=O)c2S1 (stereo not drawn)
 : 3	0
> CC(=O)Nc1ncncc1N1CCC(C(=O)NCc2ccccc2C(F)(F)F)CC1
 : -5	1
> Cc1nn(-c2nc3ccccc3s2)c2c1C(c1c(F)cccc1Cl)CC(=O)N2 (stereo not drawn)
 : -5	-1
> CCC(C)NC(=O)CSc1nc2nc(C)c(Cc3ccccc3F)c(C)n2n1 (stereo not drawn)
 : 6	-8
> O=C(NCCC12CC3CC(CC(C3)C1)C2)c1cccs1
 : -9	-12
> COc1ccc(C2/C=C\CN(S(=O)(=O)c3cccs3)CC(=O)N2Cc2ccc(F)cc2)cc1 (stereo not drawn)
 : 0	-3
> CCCCNc1nc(SCC(=O)c2ccc(O)c(O)c2)nc2ccccc12
 : 64*	-5
> C=CCc1cc(OC)ccc1OCC(O)CN1CCN(c2ccc(OC)cc2)CC1 (stereo not drawn)
 : 50*!	-3&-4
> COc1cc(CCN2C(=O)CCC2(C)C(=O)NCc2ccccc2)cc(OC)c1OC (stereo not drawn)
 : -1	-2
> CCC(=O)N1CC(c2nc(-c3ccc(F)cc3)no2)C2(CCOCC2)C1 (stereo not drawn)
 : -4	-9
> O=C(NCc1ccccc1)C1CC(=O)N(C2CC3CCC2C3)C1 (stereo not drawn)
 : -3	-7
> Cc1cccc(NC(=O)C2CCc3sc(C(=O)N(C)C)cc3C2)c1 (stereo not drawn)
 : 6	0
> Cc1nc2c(C(=O)NCc3ccco3)cnn2c(C)c1Cc1ccc(F)cc1
 : 3	-2
> CCOc1ccc(CC(=O)N2CCCC2c2c(C)noc2C)cc1 (stereo not drawn)
 : 0	0
> COc1ccccc1OCC(=O)Nc1ccc(S(=O)(=O)N2CCOCC2)cc1
 : 13	-8
> COc1ccc(-c2cc3n(n2)CCCN(C(=O)Cc2cccs2)C3)cc1
 : 18	-2
> COc1ccc(Cl)cc1NC(=O)c1n[nH]c(=O)c2ccccc12
 : 1	-2
> CC12CC3(C)CC(C)(C1)CC(C(=O)Nc1nccs1)(C2)C3
 : -7	-5
> CC(=O)N1CCC2(CC1)N=C(c1cc(Cl)ccc1O)CC(c1ccccc1O)N2 (stereo not drawn)
 : 16	2
> C(=NNc1c2c(nc3ncnn13)CCC2)c1cccnc1
 : .	5
> CC12c3ccccc3C(c3ccccc31)C1C(=O)N(c3cccc(C(=O)O)c3)C(=O)C12 (stereo not drawn)
 : 2	-2
> CCc1cc(C(=O)Nc2ccc(C)cc2F)nc2ccnn12
 : -20	4
> CC1=NN(c2ccccc2)C(=O)C1C(c1ccccc1)C(C#N)C#N (stereo not drawn)
 : 19	-2
> O=C(Nc1cnc2ccccc2c1)N(c1ccccc1)c1ccccc1
 : 10	-17
> COc1cc(C2Nc3ccccc3-c3nnc(SC)nc3O2)cc(Cl)c1O (stereo not drawn)
 : -6	-3
> O=C(NCCCCc1ccccc1)c1ccc([N+](=O)[O-])cc1Cl
 : 7	0
> CCOC(=O)Nc1nc2c(s1)CN(C(=O)c1ccco1)CC2
 : -5	7
> OCCNCc1ccco1
 : -3	.
> CN1CC=C(/C=C/c2ccco2)CC1
 : -7	.
> FC(F)(F)c1ccnc(=S)[nH]1
 : -3	-8
> CCc1ccc(-n2[nH]c3c(cnc4ccc(C(=O)NC(C)C)cc43)c2=O)cc1
 : -5	-4
> OCCCc1nc2ccc(Cc3ccc4nc(CCCO)[nH]c4c3)cc2[nH]1
 : 2	-3
> O=C1C2=C(Nc3ccccc3SC2c2ccc([N+](=O)[O-])cc2)c2ccccc21 (stereo not drawn)
 : 66*	-7
> O=C(CCc1nc(-c2ccccn2)no1)NCc1ccc2c(c1)OCO2
 : .	0
> COc1cc([N+](=O)[O-])ccc1N=Cc1c(C)[nH]n(-c2ccc(C)c(C)c2)c1=O
 : 11	-3
> Cn1nc(C(=O)N2CC3CC2CC3NC(=O)c2cccs2)c2ccccc21 (stereo not drawn)
 : 3	3
> CC12CC3(C)CC(C)(C1)CC(C(N)=O)(C2)C3
 : 2	-4
> CCOc1ccccc1C=C1Oc2cc(OCC(=O)OC)ccc2C1=O
 : 3	-4
> COc1cc(Cl)c(NC(=O)C2CCN(c3nccc(C)n3)CC2)c(OC)c1
 : -3	2
> Cc1cccc(CCNC(=O)C2CCCN(c3ncnc4c3nc3n4CCCCC3)C2)c1 (stereo not drawn)
 : -2	0
> CC(C)C(=O)N1CCN(c2nc3c(s2)CC(C(=O)N(C)C)CC3)CC1 (stereo not drawn)
 : 4	-2
> CCCC1=C/C(=C\c2ccc(-c3ccccc3)o2)C(=O)O1
 : 50*	-4
> COCc1cc(C(C)(C)C)nc(N)n1
 : 0	0
> CC(C)c1cc(C2CCCN2C(=O)Nc2ccccc2Br)on1 (stereo not drawn)
 : -3	-1
> O=C(NCCc1ccc(Cl)cc1)c1ccc2c(c1)NC(=O)C(N1CCCCC1)S2 (stereo not drawn)
 : 7	-11
> Cc1nn(-c2ccc(C(=O)NC3CC3)cc2)c2c1C(=O)CCC2
 : -5	2
> Cc1cc(C(=O)Nc2nc3c(s2)CN(C(=O)CSc2ccc(F)cc2)CC3)no1
 : 4	-2
> O=C(NCCOc1ccc(-c2cccs2)nn1)Nc1ccc(Cl)cc1Cl
 : 0	0
> COc1ccccc1/C=C/C=C1\N=C(c2cccc([N+](=O)[O-])c2)OC1=O
 : 7	-1
> Cc1ccc(NC(=O)c2ccccc2Cl)c([N+](=O)[O-])c1
 : 5	-1
> O=C(C(c1ccccc1)c1ccccc1)N1CCN(c2ccccc2)CC1
 : 2	-8
> COc1ccccc1C(=O)Nc1c2c(nn1-c1ccccc1C)CS(=O)(=O)C2
 : 8	-1
> COc1cccc(-c2nc(C3CCN(S(=O)(=O)c4cccc(F)c4)CC3)no2)c1
 : -1	-2
> Cn1cc(N)c(C(=O)Nc2ccc3c(c2)C(=O)NC3=O)n1
 : 6	-2
> COc1ccccc1C(=O)N1CCC(n2cnnc2-c2ccccc2)C1 (stereo not drawn)
 : -2	-2
> CCNC(=O)C1CCCN(C(=O)c2cc(C)cc(C)c2)C1 (stereo not drawn)
 : -8	4
> Cn1cnc2nc3n(c2c1=O)CCC3
 : -12	-1
> O=C(NC1CC2CC1CN2C(=O)NCc1cccc(F)c1)c1cccs1 (stereo not drawn)
 : 3	1
> CC(C)C(=O)Nc1cc(I)ccc1C(=O)O
 : -2	-4
> COCc1cc(C)nc(NCCc2ccccc2)c1C#N
 : -20	0

# Next compounds:
# Sequence of screens – mHTT-CaM PPI inh	Pf apPOL inh
> COc1cc2c(cc1OC)C(C(=O)Nc1ccccc1F)C(c1cccs1)N(C)C2=O (stereo not drawn)
 : 9	1
> CCOc1cc(CN2CCCC(C(=O)N(CC)CC)C2)ccc1O (stereo not drawn)
 : -4	-9
> OC(c1ccccc1)C1CCCCC1 (stereo not drawn)
 : .	4
> CCCOc1ccc(C(=O)Nc2cccc(-c3nc4ncccc4o3)c2)cc1
 : 5&-2	2&-4
> CC(C)(C)c1cc(C(=O)CNC2=NCCC2)cc(C(C)(C)C)c1O
 : -1	-1
> Cc1nc2c(ccc3nc(NC(=O)c4cc(-c5ccccc5)on4)sc32)s1
 : 0	-3
> Cc1noc(-c2nn(C)c3c2CN(C(=O)c2c(F)cccc2Cl)CC3)n1
 : -3	1
> CCSc1nnc2c(n1)OC(C)N(C(C)=O)c1ccccc1-2 (stereo not drawn)
 : -1	8
> O=C(Nc1nc(C(=O)NCc2cccnc2)cs1)c1ccccc1
 : -20	-5
> CCNS(=O)(=O)c1cccnc1Nc1ccc(Cl)cc1
 : -28	-1
> CN(CCc1ccncc1)C(=O)CCC1CCN(c2cc(NC3CC3)ncn2)CC1
 : 6	1
> CN(C)c1ccc(NC(=O)c2c(F)c(F)c(F)c(F)c2F)cc1
 : 4	-1
> N#Cc1cccc(S(=O)(=O)N2CCC(c3nc(C4CC4)no3)C2)c1 (stereo not drawn)
 : 0	4
> O=C(Cn1c(-c2ccccc2F)nc2ccccc2c1=O)N1CCN(c2ccc(F)cc2)CC1
 : 25	0
> COc1ccc(NC(=O)Nc2cccc(F)c2)cc1
 : -13	8
> O=[N+]([O-])c1ccc(N=Cc2cc(Br)cc(Br)c2O)c(O)c1
 : 38	.
> CCOC(=O)c1ccc(Oc2c(C(F)(F)F)oc3cc(OC(=O)N(C)C)ccc3c2=O)cc1
 : 5	-4
> Cc1ccc(CNC(=O)CC2CCN(S(=O)(=O)c3c(C)noc3C)CC2)cc1
 : -11	-3
> Cc1ccc([N+](=O)[O-])cc1S(=O)(=O)N1CCOCC1
 : 4	-10
> CN1c2cc(F)ccc2C(=O)NC12CCN(C(=O)Cc1ccccc1Cl)CC2
 : 3	-7

# Molecules shown so far that have a cyano group (4):
# Sequence of screens – mHTT-CaM PPI inh	Pf apPOL inh
> N#CC1=C(N)OC2=C(C(=O)c3ccccc3C2=O)C1c1cccnc1 (stereo not drawn)
 : -2	-8
> CC1=NN(c2ccccc2)C(=O)C1C(c1ccccc1)C(C#N)C#N (stereo not drawn)
 : 19	-2
> COCc1cc(C)nc(NCCc2ccccc2)c1C#N
 : -20	0
> N#Cc1cccc(S(=O)(=O)N2CCC(c3nc(C4CC4)no3)C2)c1 (stereo not drawn)
 : 0	4

# Following part:
# Sequence of screens – mHTT-CaM PPI inh	Pf apPOL inh
> CCn1cc(C(=O)Nc2nc(C)cs2)c(=O)c2cc(OC)ccc21
 : 2	-1
> CCCCN1CCc2nc(N3CCN(C)CC3)ncc2C1
 : 12	5
> O=C(Nc1cccc(F)c1)N1CCCC2(C1)Nc1cccnc1NC2=NCc1ccccc1 (stereo not drawn)
 : 64*	-8
> O=c1[nH]c(CN2CCCC2)nc2sc3c(c12)CCCC3
 : 5	-4
> Cc1ccccc1OCC(=O)Nc1ccc(-c2nnc(-c3ccco3)o2)cc1
 : -4	23
> Cc1nc(Oc2ccccc2)c2c3c(sc2n1)CCCC3
 : -31	-1
> O=C(CSc1nnc(COc2ccc3c(c2)CCCC3)o1)Nc1nc(-c2ccccc2)cs1
 : 0	-3
> O=C(CSc1nc2cc(Cl)ccc2s1)Nc1nccs1
 : -2	-8
> COc1cc2c(cc1OC)C(C(=O)NCCN1CCOCC1)C(c1ccccc1F)N(C)C2=O (stereo not drawn)
 : -7	-5
> CCc1ccc(S(=O)(=O)NCCc2csc3nc(-c4cccc(F)c4)nn23)s1
 : -13	-5
> Cc1cccc(N2CCN(C(=O)COc3ccc(Cl)cc3)C(C)C2=O)c1C (stereo not drawn)
 : 22	-3
> O=C(CN1C(=O)c2ccccc2S1(=O)=O)NCc1ccc(F)cc1
 : -3	6
> O=[N+]([O-])c1cccc(-c2noc(C(F)(F)F)n2)c1
 : -2	-5
> N/C(=N\OC(=O)c1ccc2c(c1)OCO2)c1cccnc1
 : i	-3
> CCOC(=O)C(=CN1CCC(C(c2ccccc2)c2ccccc2)CC1)C(=O)OCC
 : .	-10
> Fc1ccc(-c2n[nH]c(C3CCN(Cc4ccccn4)CC3)n2)cc1
 : -6	4
> COc1ccc(N2C(=O)CSC23CCN(C(=O)C(C)Cl)CC3)cc1 (stereo not drawn)
 : -3	1
> COc1ccc2c(c1)c(CC(=O)NC1CC1)c(C)n2C(=O)c1ccc(Cl)cc1
 : 7	-8
> COc1ccccc1Nc1ncc2c(n1)CCN(Cc1cccc(F)c1)C2
 : -8	-5
